Screens: PubChem, National Center for Advancing Translational Sciences (NCATS)
APE1 inh: blocks human APE1 abasic DNA cleavage; P27695; recombinant APE1, TAMRA/BHQ-2 abasic DNA cleavage fluorescence; Potency, µM (titrated, usually from 65.8 µM), for the others: at the highest dose activity change, negative = inhibition, hits mostly inhibitors; 350,000 compounds, 0.35% hits;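 also: plate controls were vehicle for no effect and reference inhibitor for full effect; nearly all actives have a fitted effect of over 55% in size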
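Quantitative HTS: incision of a TAMRA/BHQ-2 double-stranded substrate bearing a tetrahydrofuran abasic site by 0.75 nM APE1 raises fluorescence. Substrate 50 nM final, added after 15 min compound preincubation at room temperature; progress as third-minus-first kinetic read difference.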
POLK inh: blocks human DNA polymerase kappa activity | purified Pol kappa, fluorescent DNA synthesis assay, 10 min | Q9UBT6 | Potency, µM (doses to about 107 µM), inactives show at the top dose activity, negative = inhibition, actives largely listed as inhibitors | 400,000 compounds, 0.53% hits; also: % is scaled to controls: 0 for no effect and ±100 for the full control effect
Target sequence (Q9UBT6 whole entry, looked up): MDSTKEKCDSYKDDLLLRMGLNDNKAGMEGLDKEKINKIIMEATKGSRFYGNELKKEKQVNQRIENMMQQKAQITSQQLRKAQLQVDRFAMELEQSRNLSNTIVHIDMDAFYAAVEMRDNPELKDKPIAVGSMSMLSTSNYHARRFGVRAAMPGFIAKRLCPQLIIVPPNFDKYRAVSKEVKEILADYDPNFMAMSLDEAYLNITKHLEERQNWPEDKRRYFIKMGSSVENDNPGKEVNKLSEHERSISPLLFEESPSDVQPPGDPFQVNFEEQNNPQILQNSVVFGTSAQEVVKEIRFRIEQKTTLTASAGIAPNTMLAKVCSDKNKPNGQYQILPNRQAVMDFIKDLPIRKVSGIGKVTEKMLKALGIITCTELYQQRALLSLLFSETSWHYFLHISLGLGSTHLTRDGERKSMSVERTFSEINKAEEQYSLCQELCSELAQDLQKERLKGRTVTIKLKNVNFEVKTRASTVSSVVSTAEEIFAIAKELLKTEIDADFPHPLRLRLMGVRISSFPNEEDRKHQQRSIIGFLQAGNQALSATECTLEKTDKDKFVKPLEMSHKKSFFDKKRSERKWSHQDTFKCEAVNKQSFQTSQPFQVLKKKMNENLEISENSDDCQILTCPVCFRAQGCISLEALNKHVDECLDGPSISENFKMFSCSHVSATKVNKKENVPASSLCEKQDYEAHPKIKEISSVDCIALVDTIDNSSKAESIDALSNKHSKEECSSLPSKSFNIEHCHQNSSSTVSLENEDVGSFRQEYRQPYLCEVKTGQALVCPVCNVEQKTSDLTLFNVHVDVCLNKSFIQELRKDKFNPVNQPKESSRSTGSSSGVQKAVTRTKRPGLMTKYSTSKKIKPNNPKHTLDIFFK
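Readout: fluorescence, taken kinetically at 0 and 10 min. Conditions: 10 nM Pol kappa, 15 min RT compound preincubation, 50 nM substrate final. Controls: enzyme-free buffer wells.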
Pol eta inh: blocks human DNA polymerase eta activity; AID 588591; 390,000 compounds, 1.2% hits; Q9Y253; recombinant Pol eta, fluorescent DNA replication assay; Potency, µM (top dose mostly 114 µM), without a hit: top-dose activity change, negative = inhibition, usual class: inhibitors; also: % is scaled to controls: 0 for no effect and ±100 for the full control effect
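Pol eta at 10 nM preincubated with compounds 15 min at room temperature; reaction started with fluorescent substrate (50 nM final) and read kinetically at 0 and 10 min.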
BAZ2B inh: BAZ2B (human) inhibition | Q9UIF8 | AlphaScreen BAZ2B-H3K14Ac peptide displacement | Potency, µM (series often up to 114 µM), for the others: at the highest dose activity change, negative = inhibition, most hits filed as inhibitors | 360,000 compounds, 4.4% hits | AID 504333; also: % is scaled to controls: 0 for no effect and ±100 for the full control effect; nearly all actives have a fitted effect of over 60% in size
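Protein-peptide AlphaScreen: BAZ2B 50 nM, b-H3K14Ac 50 nM, 1x PBS pH 7.4 + 0.01% Tween-20. Preincubation 30 min RT; cpd 30 min RT (top 110 uM); beads 20 min RT, light-protected.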
Pol iota inh: DNA polymerase iota (human) inhibition; Q9UNA4; Pol iota fluorescent replication assay, 10 min; Potency, µM (highest dose often 115 µM), without a hit: top-dose activity, negative = inhibition, actives largely listed as inhibitors; 390,000 compounds, 1% hits; AID 588590
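Pol iota at 10 nM preincubated 15 min with compounds at room temperature; reaction started with fluorescent substrate, 50 nM final. Fluorescence read kinetically at 0 and 10 min; buffer-only wells as negative control.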
BLM helicase inh: inhibitors of human Bloom syndrome helicase BLM; 350,000 compounds, 0.2% hits; recombinant BLM DNA unwinding, fluorescence dequenching; P54132; Potency, µM (top dose mostly 56.1 µM), for inactives: at the top dose activity change, negative = inhibition, hits mostly inhibitors;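 also: plate controls were vehicle for no effect and no enzyme for full effect; nearly all actives have a fitted effect of over 35% in size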
G9a inh: G9a (human) methyltransferase inhibition. G9a H3K9 monomethylation, AlphaScreen, 2 h. AID 504332. Potency, µM (highest dose often 102 µM), for the others: top-dose activity, negative = inhibition, usual class: inhibitors. Q96KQ7. 350,000 compounds, 8.8% hits; also: % is scaled to controls: 0 for no effect and ±100 for the full control effect; nearly all actives have a fitted effect of over 75% in size
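Compounds were preincubated with 20 nM G9a for 15 min, after which biotinylated H3K9 peptide (500 nM) and SAM (20 uM) started a 2 h room-temperature reaction. Monomethylated product was quantified by antibody-based AlphaScreen chemiluminescence.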
Pol beta inh: inhibitors of human DNA polymerase beta | Pol beta primer extension/strand displacement, fluorescence kinetic | 340,000 compounds, 1.3% hits | P06746 | AID 485314 | Potency, µM (highest dose often 114 µM), without a hit: top-dose activity change, negative = inhibition, usual class: inhibitors; also: % is scaled to controls: 0 for no effect and ±100 for the full control effect
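Curves were derived by four-parameter Hill fits of normalized qHTS data. The kinetic fluorescent primer-extension read was taken at 0 and 10 min after 50 nM substrate, following a 15 min room-temperature preincubation of 10 nM enzyme with compounds.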
Apoferritin bind: candidate novel general anesthetic via apoferritin binding. P02791. apoferritin/1-aminoanthracene competitive binding, fluorescence. Potency, µM (doses to about 77.5 µM), inactives show top-dose activity change, negative = displacement, usual class: inhibitors. 350,000 compounds, 0.074% hits; also: % is scaled to controls: 0 for no effect and ±100 for the full control effect; nearly all actives have a fitted effect of over 20% in size
Target sequence (P02791 2-175 limits assumed): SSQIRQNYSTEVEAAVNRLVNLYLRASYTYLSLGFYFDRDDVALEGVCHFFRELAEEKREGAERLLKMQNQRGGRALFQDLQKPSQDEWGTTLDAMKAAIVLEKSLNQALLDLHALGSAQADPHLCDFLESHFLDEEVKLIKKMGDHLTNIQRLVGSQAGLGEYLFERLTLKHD
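Steps: apoferritin (10 uM) was premixed with half-saturated 1-AMA in PBS, compounds were pin-transferred, plates stood 10 min at room temperature, fluorescence was read at 380/535 nm, and curves were fitted with a Hill equation.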
An asterisk follows results filed as active; ? = inconclusive; . = not tested or not shown; & = joins results of further samples; [ ] = remark or other dose. Calls follow the shape of the dose curve; as a rule, active = well fitted curve in the direction sought with a large enough effect; inconclusive = small, poorly fitted or top-dose-only effect, or another doubt; inactive = no such curve, though single readings can be large; an effect the other way counts as inactive or inconclusive. Potency is read from the fitted curve at half-maximal effect. Only part of the results is shown; count on the stated rates, not on these rows.

SMILES	APE1 inh	POLK inh	Pol eta inh	BAZ2B inh	Pol iota inh	BLM helicase inh	G9a inh	Pol beta inh	Apoferritin bind
CC(=O)NS(=O)(=O)c1ccc(NC(=O)CC23CC4CC(CC(Br)(C4)C2)C3)cc1	36.2%	3.8%	-16.0%	-13.9%	48.1%[activator]	-2.8%	-5.1%	-1.9%	-4.5%
COc1ccc(-c2ccnc3[nH]n(-c4ccccc4)c(=O)c23)cc1	13.9%	-5.7%&5.1%	-20.1%&6.9%	-3.6%&-20.1%	126.7%&-2.8%[activator]	-2.7%&-1.3%	7.1%	5.8%&1.7%	-1.5%&2.1%
c1ccc(Cn2cc(CN3CCCCO3)c(-c3ccc4c(c3)OCO4)n2)cc1	-1.0%	-15.2%	-11.7%	12.6%	-15.2%	0.1%	13.4%	0.1%	-9.0%
COc1ccc2[nH]c3c(c2c1)CCN1C(=O)C(CC(=O)NCc2ccco2)C[C@H](C(=O)N2CCOCC2)[C@@]31CCC1CCCC1 (stereo partly specified)	0.6%	-8.7%	-16.5%	.	54.8%[activator]	.	.	.	.
COc1cc(/C=C2\SC(=Nc3ccccc3)NC2=O)cc(Cl)c1O	-10.0%	-13.7%	?	-32.4%	-11.1%	-10.5%	44.7µM*	56.2µM*	-7.6%
Nc1nnc(SCc2cn3cc(Cl)ccc3n2)s1	1.6%	0.0%	-6.2%	-2.0%	4.0%	-5.3%	6.3%	-9.1%	-0.3%
CN(CC(=O)Nc1ccc(F)cc1)C(=O)CN1C(=O)c2cccc([N+](=O)[O-])c2C1=O	6.5%	-15.1%	-17.2%	6.2%	18.7%	.	-7.5%[59 µM]	.	.
COc1ccc(Cl)cc1NC(=O)CN1c2ccccc2CC1C (stereo unspecified)	-8.3%	-13.4%	-18.0%	-24.9%	104.2%[activator]	-12.6%	?	-1.0%	-3.1%
Cc1nc(SCc2cccc(F)c2)[nH]c(=O)c1C#N	-4.9%	-3.7%	-10.8%	-3.9%	5.7%	-1.7%	-29.1%	7.8%	-19.6%
CC(=O)Nc1ccc(S(=O)(=O)NNC(=O)NC23CC4CC(CC(C4)C2)C3)cc1	-13.5%	-18.9%	-12.9%	-36.4%	1.7%	1.1%	.	-0.7%	-16.8%
COc1cc(/C=C2\CCOC2=O)cc(OC)c1OC	2.9%	1.0%	-14.3%	28.5%	56.1%[activator]	0.9%	86.9%[activator]	0.3%	7.0%
Cc1cccc(OCC(O)Cn2c(NCCCOC(C)C)nc3c2c(=O)[nH]c(=O)n3C)c1 (stereo unspecified)	0.8%	-1.6%	-14.7%	-1.5%	-23.1%	-2.0%	-18.4%	11.2%	-5.5%
Cc1ccc(S(=O)(=O)N(C)C)cc1NC(=O)COC(=O)CCC(=O)c1ccc(F)cc1	-15.9%	-6.8%	-10.9%	2.2%	-4.4%	4.5%	?	7.2%[57.1 µM]	-10.1%
COc1cnn(-c2ccc(C)cc2)c(=O)c1SCc1ccccc1	-3.7%	-14.1%	-8.6%	9.5%	1.9%	-1.1%	-21.0%	2.4%	-15.6%
CC(C)NC(=S)Nc1ccc(S(=O)(=O)Nc2ncccn2)cc1	1.2%	-8.2%	-5.1%	-2.3%	5.6%	-1.2%	-45.9%[59 µM]	22.3%	-2.1%
Nc1c(C(=O)OCC(=O)Nc2cccc([N+](=O)[O-])c2)[nH]c(=O)[nH]c1=O	?	-31.9%	25.1µM*	.	?	.	.	.	.
Cc1nn2c3ccccc3n(CC(=O)c3cccs3)c2nc1=O	-1.6%	-3.7%	-15.3%	-44.4%	104.0%[activator]	-5.9%	-5.4%	?	3.8%
COc1cc(CN2CCN(c3cccc(Cl)c3)CC2)cc(OC)c1OC	5.3%	-4.4%	-14.0%	50.1µM*	29.0%	5.5%	12.6µM*	-29.0%	-2.0%
COc1ccc(OC2C(=O)N(Cc3ccc4c(c3)OCO4)C2c2sccc2C)cc1 (stereo unspecified)	-8.3%	-5.8%	-13.3%	10.5%	-6.6%	-6.8%	-1.9%[59 µM]	25.6%	81.0%[activator]
CC(Sc1ncnc2sccc12)C(=O)Nc1ccc(C(N)=O)cc1 (stereo unspecified)	-0.4%	-8.1%	-13.7%	-5.3%	20.5%	-9.8%	10.2%[59 µM]	-3.5%	-9.7%
CCOc1ccccc1NC(=O)C(=O)NCCC1=CCCCC1	-4.7%	8.9%	-21.1%	-2.2%	48.6%[activator]	-2.8%	-3.9%	0.6%	-9.9%
Cc1ccc(/C=N/NC(=O)c2nnn(-c3nonc3N)c2CN(C)C)s1	-13.9%	-7.7%	-4.3%	-32.3%	-7.9%	-3.4%	2.1%[0.0925 µM]	-20.9%	-1.3%
COc1ccc(-c2nnn(Cc3ccccc3)n2)cc1OC	0.7%	-7.3%	-4.6%	-0.6%	51.1%[activator]	-0.7%	20.5%[0.501 µM]	0.6%	-7.1%
CCOC(=O)c1c(C)[nH]c(C)c1S(=O)(=O)N(C)CC(=O)Nc1ccccc1C	52.3%[activator]	-5.2%	-5.7%	-15.6%	-13.9%	-0.7%	-31.3%	15.6%	-2.9%

The last three compounds of the part above come first, to join the parts:
SMILES	APE1 inh	POLK inh	Pol eta inh	BAZ2B inh	Pol iota inh	BLM helicase inh	G9a inh	Pol beta inh	Apoferritin bind
Cc1ccc(/C=N/NC(=O)c2nnn(-c3nonc3N)c2CN(C)C)s1	-13.9%	-7.7%	-4.3%	-32.3%	-7.9%	-3.4%	2.1%[0.0925 µM]	-20.9%	-1.3%
COc1ccc(-c2nnn(Cc3ccccc3)n2)cc1OC	0.7%	-7.3%	-4.6%	-0.6%	51.1%[activator]	-0.7%	20.5%[0.501 µM]	0.6%	-7.1%
CCOC(=O)c1c(C)[nH]c(C)c1S(=O)(=O)N(C)CC(=O)Nc1ccccc1C	52.3%[activator]	-5.2%	-5.7%	-15.6%	-13.9%	-0.7%	-31.3%	15.6%	-2.9%
CNC(=O)COC(=O)c1cc(F)c(F)cc1Cl	14.0%	-2.6%	-10.3%	5.8%	-11.4%	2.9%	-18.6%[59 µM]	19.7%	-6.1%
COc1ccc(C(=O)Nn2c(CC(C)C)nc3cc(OC)c(OC)cc3c2=O)c(OC)c1	7.4%	-29.0%	?	-2.5%	?	-0.8%	12.7%	8.0%	-1.7%
COc1ccc(-c2c(C#Cc3ccsc3)c3cc(-c4ccc5c(c4)OCCO5)ccc3n2C)cc1	8.4%	4.6%	-10.9%	.	10.4%	.	.	.	.
CCN(Cc1ccccc1)c1ccccc1	0.7%	-14.2%	-18.5%	.	24.7%	.	.	.	.
Cc1ccc(S(=O)(=O)N2CCC(=O)N(CCO)CC2)cc1	-1.5%	-3.7%	-6.8%	4.7%	28.4%	1.9%	-3.6%	-7.3%	-8.3%
COc1ccc(-c2nc3ccc(N4CCN(C)CC4)cc3c(=O)[nH]2)cc1	0.4%	-13.3%	-6.6%	-21.1%	90.8%[activator]	-0.1%	-30.6%	-16.8%	-1.8%
Cc1nccn1CCCNCc1c(C(=O)N2CCCCCCC2)nc2ccc(Cl)cn12	-6.7%	-11.6%	-12.0%	-12.9%	-1.7%	1.4%	-10.8%	29.3%	-13.2%
CCOc1cc(/C=C\c2nc(O)c([N+](=O)[O-])c(=O)[nH]2)ccc1OC(C)C	-2.2%	-1.0%	-21.4%	-2.6%	31.4%	-0.8%	?	45.6%	-9.9%
Cc1sc(NC(=O)C2=COCCO2)nc1-c1ccc(Br)cc1	6.0%	-8.8%	-9.6%	-32.4%	38.9%[activator]	.	8.5%[0.501 µM]	.	.
COc1ccc(-c2sc3cc4c(cc3c2-c2ccc3c(c2)OCCO3)OCO4)cc1	12.9%	0.5%	-16.0%	.	40.3%[activator]	.	.	.	.
COCCN(C(=S)Nc1c(C)cccc1C)C(C)c1cccnc1 (stereo unspecified)	-1.8%	-5.9%	?	-3.3%	12.3%	3.6%	3.1%[59 µM]	19.3%	-3.7%
CCOc1ccccc1/C=N/Nc1nc2c(N)ncnc2n1[C@H]1O[C@@H](CO)[C@H](O)[C@@H]1O	-6.9%	0.0%	-19.9%	-9.5%	-26.0%	-15.5%	9.5%[59 µM]	?	-4.0%
CCOC(=O)C1CCN(C(=O)C(C)Oc2ccc(Br)cc2)CC1 (stereo unspecified)	0.4%	4.3%	-21.0%	0.9%	30.3%[activator]	-2.1%	?	16.0%	-10.2%
Nc1c(/C=C2\C=Nc3ccccc32)c(=O)nc2sc(CC(=O)N3CCOCC3)nn12	76.2%[activator]	-2.8%	-14.7%	-33.8%	4.3%	-0.2%	-42.2%	1.8%	-20.4%
Cc1ccc(S(=O)(=O)NCCOC(=O)Nc2sc(=S)n(C)c2C)cc1	-4.2%	-2.3%	-10.3%	?	-9.1%	-2.7%	31.6µM*	12.1%	-15.0%
CCOC(=O)c1noc2ncnc(Nc3cccc(C(F)(F)F)c3)c12	.	?	-12.4%	-16.8%	-10.2%	0.8%	2.8%[59 µM]	-0.2%	3.8%
CS(=O)(=O)c1ccc(Cl)c(NC(=O)C2CC(=O)N(Cc3ccco3)C2)c1 (stereo unspecified)	24.4%	?	-25.6%	-4.2%	79.4µM*	.	?	.	.
CCOCCCNC(=O)C1c2ccccc2Oc2ccccc21	21.2%	1.3%	-17.7%	11.3%	101.8%[activator]	-2.1%	23.6%	30.1%	2.2%
COC(=O)C1=C(C)Nc2nc3ccccc3n2C1c1cc(OC)c(OC)c(OC)c1 (stereo unspecified)	4.8%	-6.1%	-18.8%	-2.9%	57.8%[activator]	-24.3%	.	-13.8%	49.6%[activator]
COC(=O)c1cc(COc2ccc3oc(C)c(C(=O)OC(C)C)c3c2)c(C)o1	2.5%	-10.1%	-12.8%	18.5%	5.0%	-13.5%	74.3%[activator][59 µM]	?	1.2%
N#CCSc1nnc(-c2cnccn2)n1Cc1ccccc1	0.6%	-7.3%	8.7%	-4.2%	11.5%	-2.7%	16.7%[59 µM]	-4.3%	-8.8%
CCCC[C@H]1COCCS(=O)(=O)N1Cc1cccc(Cl)c1	-15.2%	-2.7%&-18.3%	-9.9%	-3.7%	-0.3%&-7.9%	-3.0%	.	33.6%	?
